TIM10 inh – growth inhibitors of isogenic TIM10 control yeast, primary screen, counter-screen for tim10-1 yeast inhibitor project, luminescence, uHTS. S. cerevisiae TIM10 strain growth, BacTiter-Glo luminescence, 24 h. inhibition, % at 10 µM. 330,000 tested, 1.4% active;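 active = inhibition of 40% or more at the single tested concentration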;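 also: wild-type TIM10 isogenic control strain grown at permissive 25 °C; 0% = DMSO yeast wells and 100% = minimal medium wells without yeast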
ATG4B inhibitor – ATG4B protease inhibitors, primary screen, biochemical, fluorescence, uHTS; Cysteine protease ATG4B (Homo sapiens), Q9Y4P1; ATG4B cleavage of LC3-PLA2, NBD-HPC fluorescence, 1 h; inhibition, % at 8.33 µM; 340,000 tested, 0.51% active; AID 504462, 2011; in the data active = inhibition above about 40%
Target sequence (Q9Y4P1 whole entry, looked up): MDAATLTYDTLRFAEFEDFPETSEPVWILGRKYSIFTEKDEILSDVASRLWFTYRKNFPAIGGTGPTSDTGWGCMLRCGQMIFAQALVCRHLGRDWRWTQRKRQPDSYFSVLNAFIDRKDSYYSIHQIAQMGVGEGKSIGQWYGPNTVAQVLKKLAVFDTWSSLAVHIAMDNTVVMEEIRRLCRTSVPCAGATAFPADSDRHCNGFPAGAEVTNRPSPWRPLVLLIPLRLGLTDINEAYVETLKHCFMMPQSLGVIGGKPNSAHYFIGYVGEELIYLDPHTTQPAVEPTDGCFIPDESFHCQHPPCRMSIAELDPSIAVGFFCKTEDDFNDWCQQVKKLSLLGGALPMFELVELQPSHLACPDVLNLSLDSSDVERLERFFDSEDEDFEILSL
hIAP activ – human IAP activators, primary screen, biochemical, luminescence, uHTS. 330,000 tested, 0.16% active. purified human IAP, CDP-Star luminescence, 30 min; stronger effect = higher value; 1 = vehicle-only enzyme, 0 = enzyme-free background. activation factor at 10 µM. AID 2524, 2010;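 active = activation factor of the enzyme at least 2-fold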; also: the source names both 10 and 20 µM as test concentration; values of inactives mirror those of a sister screen read the other way
Target sequence (P09923 whole entry, looked up): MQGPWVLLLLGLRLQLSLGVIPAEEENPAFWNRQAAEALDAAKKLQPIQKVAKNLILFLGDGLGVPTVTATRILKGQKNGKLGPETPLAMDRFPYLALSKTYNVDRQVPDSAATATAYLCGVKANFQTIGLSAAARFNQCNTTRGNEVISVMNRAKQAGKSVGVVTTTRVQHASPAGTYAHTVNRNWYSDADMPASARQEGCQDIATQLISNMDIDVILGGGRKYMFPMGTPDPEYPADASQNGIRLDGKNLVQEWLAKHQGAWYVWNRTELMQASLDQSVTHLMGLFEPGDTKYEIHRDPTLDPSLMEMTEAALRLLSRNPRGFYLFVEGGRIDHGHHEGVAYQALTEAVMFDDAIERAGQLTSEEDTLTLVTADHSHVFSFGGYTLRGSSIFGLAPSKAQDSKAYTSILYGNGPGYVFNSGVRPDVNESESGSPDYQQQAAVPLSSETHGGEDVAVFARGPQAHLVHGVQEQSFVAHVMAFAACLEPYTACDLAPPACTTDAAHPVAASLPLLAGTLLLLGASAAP
tim10-1 inh – growth inhibitors of tim10-1 mutant yeast, primary screen, luminescence, uHTS; S. cerevisiae tim10-1 ts strain growth, BacTiter-Glo, 24 h; inhibition, % at 20 µM; 330,000 tested, 2.2% active;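 active = inhibition of at least 40%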;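 also: mutant grown at 25 °C; 0% = DMSO wells with yeast and 100% = wells holding no yeast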
mIAP activ – activators of mouse IAP, primary screen, biochemical, luminescence, uHTS; intestinal alkaline phosphatase [Mus musculus]; muIAP, CDP-Star luminescence, 30 min; stronger effect = higher value; 1 = vehicle-only enzyme signal, 0 = enzyme-free wells; activation factor at 10 µM; 330,000 tested, 0.24% active; AID 2805, 2010;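 active = activation factor of at least 2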; also: the source names both 10 and 20 µM as test concentration; values of inactives mirror those of a sister screen read the other way
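System: Mouse IAP enzyme | Also added: CDP-Star substrate | Dosing: Compounds dispensed in DMSO | Schedule: 30 min enzyme-substrate-compound incubation at room temperature | Technique: Chemiluminescence readout | Control set: DMSO-only wells and no-enzyme negative control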
NLRP3 yeast inh – NALP3 inflammasome inhibitors in reconstituted yeast, primary screen, luminescence, uHTS; inhibition, % at 10 µM; Yeast reconstituted NLRP3/ASC/caspase-1, beta-gal luminescence, 24 h; 330,000 tested, 0.39% active; AID 2825, 2010;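 active = inhibition of 50% or more; inactive = inhibition below 50%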;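 also: plate controls were induced DMSO wells for no effect and uninduced yeast grown without galactose for full effect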
mIAP inh – inhibitors of mouse IAP, primary screen, biochemical, luminescence, uHTS; intestinal alkaline phosphatase [Mus musculus]; purified mouse IAP, CDP-Star luminescence, 30 min; inhibition, % at 10 µM; AID 2806, 2010; 330,000 tested, 0.2% active;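 active = inhibition of at least 40% at 10 µM in the primary screen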;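 also: plate controls were DMSO with enzyme for no effect and no enzyme wells for full effect; values of inactives mirror those of a sister screen read the other way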
hIAP block – human IAP inhibitors, primary screen, biochemical, luminescence, uHTS | purified IAP, CDP-Star luminescence, 30 min | inhibition, % at 10 µM | 330,000 tested, 0.12% active | AID 2544, 2010;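 active = inhibition reaching a set limit with compound at 10 µM in the primary screen, cut at about 35% in these data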;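 also: plate controls were DMSO wells with enzyme for no effect and no-enzyme buffer wells for full effect; values of inactives mirror those of a sister screen read the other way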
Apaf1 inhib – inhibitors of human Apaf-1 apoptosome, primary screen, biochemical, DEVD-Rh110 fluorescence, uHTS; Apoptotic protease-activating factor 1 (Homo sapiens), O14727; AID 489030, 2010; 330,000 tested, 0.71% active; inhibition, % at 20 µM; reconstituted apoptosome caspase-3 activity; active = inhibition of at least 40% at 20 µM;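 also: plate controls were DMSO wells for no effect and DEVD-CHO caspase inhibitor wells for full effect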
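detection = Rh110 fluorescence intensity | test system = biochemical Apaf-1 apoptosome reconstitution | also added = cytochrome c and DEVD-Rh110 substrate | schedule = 30 min plus 50 min, RT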
* marks the source's active call; other numbers are inactive results. No enrichment for hits; overall some 4.5% were active at least once.

Results for O=C(COC(=O)c1ccc(O)cc1O)N=c1sccn1Cc1ccccc1Cl ?
TIM10 inh: -7; ATG4B inhibitor: 43*; hIAP activ: 1.1; tim10-1 inh: 6; mIAP activ: 1; NLRP3 yeast inh: -14; mIAP inh: 0; hIAP block: -9; Apaf1 inhib: 25

What do the screens show for `Cc1ccccc1CNC(=O)c1cc(COc2ccc(F)cc2F)on1`?
TIM10 inh: 1; ATG4B inhibitor: 33; hIAP activ: 0.93; tim10-1 inh: -6; mIAP activ: 1.1; NLRP3 yeast inh: 26; mIAP inh: -12; hIAP block: 7; Apaf1 inhib: 11

Results for CC(=O)Nc1ccc(OCC(O)CN2CCN(Cc3ccccc3)CC2)cc1 (centres undefined) ?
TIM10 inh: 12; ATG4B inhibitor: -8; hIAP activ: 1.2; tim10-1 inh: 5; mIAP activ: 1; NLRP3 yeast inh: 10; mIAP inh: -3; hIAP block: -18; Apaf1 inhib: -21

How did COc1cccc(Nc2ncnc3ccccc23)c1 do in these assays?
TIM10 inh: -5; ATG4B inhibitor: -8; hIAP activ: 0.84; tim10-1 inh: -21; mIAP activ: 0.72; NLRP3 yeast inh: 15; mIAP inh: 28; hIAP block: 16; Apaf1 inhib: -10

What do the screens show for `Cc1ccc2[nH]c(C)c(CC(=O)O)c2c1`?
TIM10 inh: -13; ATG4B inhibitor: -10; hIAP activ: 0.89; tim10-1 inh: -9; mIAP activ: 0.98; NLRP3 yeast inh: 18; mIAP inh: 2; hIAP block: 11; Apaf1 inhib: 2

Results for Cc1cc2oc(=O)cc(CSc3nnc(-c4cccs4)o3)c2cc1C(C)C ?
TIM10 inh: 7; ATG4B inhibitor: -6; hIAP activ: 1; tim10-1 inh: -8; mIAP activ: 0.79; NLRP3 yeast inh: 8; mIAP inh: 21; hIAP block: -1; Apaf1 inhib: 16

What do the screens show for `Cc1ccc(C)c2[nH]c(=O)c(CCNC(=O)CCc3ccccc3)cc12`?
TIM10 inh: 14; ATG4B inhibitor: -12; hIAP activ: 0.96; tim10-1 inh: 10; mIAP activ: 1; NLRP3 yeast inh: -4; mIAP inh: -2; hIAP block: 4; Apaf1 inhib: -2

What do the screens show for `c1ccc(-c2csc(-n3cccn3)n2)cc1`?
TIM10 inh: 11; ATG4B inhibitor: 0; hIAP activ: 0.97; tim10-1 inh: 14; mIAP activ: 0.89; NLRP3 yeast inh: -1; mIAP inh: 11; hIAP block: 3; Apaf1 inhib: 2

Results for Cc1c(-c2ccc(O)cc2)nc2nc(-c3ccccc3)c(-c3ccccc3)nn12 ?
TIM10 inh: 14; hIAP activ: 1; tim10-1 inh: 11; mIAP activ: 1; NLRP3 yeast inh: 1; mIAP inh: 0; hIAP block: -2; Apaf1 inhib: -12

Results for O=S(=O)(NCc1csc(-c2cccs2)n1)c1ccc(Cl)cc1 ?
TIM10 inh: 11; ATG4B inhibitor: -11; hIAP activ: 1; tim10-1 inh: 1; mIAP activ: 1.1; NLRP3 yeast inh: 22; mIAP inh: -6; hIAP block: -1; Apaf1 inhib: 3

Results for COCCNC(=O)c1cccc(OC2CCN(Cc3cccc(SC)c3)CC2)c1 ?
TIM10 inh: -1; ATG4B inhibitor: 2; hIAP activ: 1.2; tim10-1 inh: -14; mIAP activ: 0.99; NLRP3 yeast inh: 20; mIAP inh: 1; hIAP block: -16; Apaf1 inhib: 5

Results for Nc1nc(NCc2ccccc2)nc(Nc2cccc(F)c2)c1[N+](=O)[O-] ?
TIM10 inh: 8; ATG4B inhibitor: 0; hIAP activ: 0.82; tim10-1 inh: 11; mIAP activ: 0.98; NLRP3 yeast inh: 3; mIAP inh: 2; hIAP block: 18; Apaf1 inhib: -15

How did COc1ccc([N+](=O)[O-])cc1NC(=O)c1ccc(N(Cc2ccccc2C)S(C)(=O)=O)cc1 do in these assays?
TIM10 inh: 5; ATG4B inhibitor: -2; hIAP activ: 0.93; tim10-1 inh: -1; mIAP activ: 0.96; NLRP3 yeast inh: 27; mIAP inh: 4; hIAP block: 7; Apaf1 inhib: 1

What do the screens show for `CCCn1c(N2CCN(C(=O)Nc3ccccc3)CC2)nc2ccccc21`?
TIM10 inh: 22; ATG4B inhibitor: 9; hIAP activ: 1.1; tim10-1 inh: 16; mIAP activ: 1.1; NLRP3 yeast inh: 4; mIAP inh: -13; hIAP block: -7; Apaf1 inhib: -8

Results for COc1cc(C(c2nnnn2C2CCCC2)N2CCN(C)CC2)cc(OC)c1OC (centres undefined) ?
TIM10 inh: -3; ATG4B inhibitor: 5; hIAP activ: 1.2; tim10-1 inh: -15; mIAP activ: 0.94; NLRP3 yeast inh: 6; mIAP inh: 6; hIAP block: -16; Apaf1 inhib: -9

How did CC(=O)c1ccc(-n2nnnc2SCC(=O)NC2CCCCC2)cc1 do in these assays?
TIM10 inh: 2; ATG4B inhibitor: 6; hIAP activ: 1; tim10-1 inh: 3; mIAP activ: 1; NLRP3 yeast inh: 13; mIAP inh: -1; hIAP block: 0; Apaf1 inhib: -6

How did Cc1ccc(C)c(NC(=S)NC(NC(=O)/C=C/c2ccccc2)C(Cl)(Cl)Cl)c1 (centres undefined) do in these assays?
TIM10 inh: -14; ATG4B inhibitor: 0; hIAP activ: 0.91; tim10-1 inh: 9; mIAP activ: 1; NLRP3 yeast inh: 22; mIAP inh: -2; hIAP block: 9; Apaf1 inhib: 4

Results for COc1cc(OC)cc(C(=O)NNC(=S)Nc2ccccc2OC)c1 ?
TIM10 inh: 21; ATG4B inhibitor: 16; hIAP activ: 1.1; tim10-1 inh: 24; mIAP activ: 0.91; NLRP3 yeast inh: 9; mIAP inh: 9; hIAP block: -6; Apaf1 inhib: -6

What do the screens show for `Cc1cc(C)n(-c2ccc(C(=O)Nc3ccc(S(=O)(=O)NCc4ccco4)cc3)cc2)n1`?
TIM10 inh: 28; ATG4B inhibitor: -9; hIAP activ: 1; tim10-1 inh: 29; mIAP activ: 0.91; NLRP3 yeast inh: 3; mIAP inh: 9; hIAP block: -4; Apaf1 inhib: 4

How did COc1ccc(Cl)cc1C(=O)Nc1nnn(C)n1 do in these assays?
TIM10 inh: 2; ATG4B inhibitor: -2; hIAP activ: 0.94; tim10-1 inh: 3; mIAP activ: 0.9; NLRP3 yeast inh: -5; mIAP inh: 10; hIAP block: 6; Apaf1 inhib: -1

What do the screens show for `O=C(NC1CCCC1)C(c1cccs1)N(C(=O)c1ccco1)c1ccc2c(c1)OCO2` (centres undefined)?
TIM10 inh: -13; ATG4B inhibitor: -3; hIAP activ: 1.1; tim10-1 inh: 25; mIAP activ: 1.1; NLRP3 yeast inh: 13; mIAP inh: -7; hIAP block: -12; Apaf1 inhib: 12

What do the screens show for `CCCn1c(SCCC(=O)O)nc2ccccc21`?
TIM10 inh: -12; ATG4B inhibitor: 0; hIAP activ: 1.1; tim10-1 inh: 11; mIAP activ: 0.91; NLRP3 yeast inh: -4; mIAP inh: 9; hIAP block: -8; Apaf1 inhib: -10

What do the screens show for `Cc1nc2sc(C(c3ccco3)N3CCC(C)CC3)c(O)n2n1` (centres undefined)?
TIM10 inh: -3; ATG4B inhibitor: -3; hIAP activ: 1.1; tim10-1 inh: 1; mIAP activ: 0.99; NLRP3 yeast inh: 8; mIAP inh: 1; hIAP block: -6; Apaf1 inhib: 5

What do the screens show for `Cc1ccc(CNc2nc(N)c([N+](=O)[O-])c(NCCO)n2)cc1`?
TIM10 inh: 9; ATG4B inhibitor: -6; hIAP activ: 1.1; tim10-1 inh: 31; mIAP activ: 1; NLRP3 yeast inh: 6; mIAP inh: -2; hIAP block: -11; Apaf1 inhib: -1

Quoted at random: two entries already listed, in no set order.
What do the screens show for `Cc1ccccc1CNC(=O)c1cc(COc2ccc(F)cc2F)on1`?
TIM10 inh: 1; ATG4B inhibitor: 33; hIAP activ: 0.93; tim10-1 inh: -6; mIAP activ: 1.1; NLRP3 yeast inh: 26; mIAP inh: -12; hIAP block: 7; Apaf1 inhib: 11

Results for O=C(COC(=O)c1ccc(O)cc1O)N=c1sccn1Cc1ccccc1Cl ?
TIM10 inh: -7; ATG4B inhibitor: 43*; hIAP activ: 1.1; tim10-1 inh: 6; mIAP activ: 1; NLRP3 yeast inh: -14; mIAP inh: 0; hIAP block: -9; Apaf1 inhib: 25

Carrying on.
What do the screens show for `CC(C)Cc1nnc(NC(=O)CSc2nc(=O)cc(N)n2-c2ccccc2)s1`?
TIM10 inh: 3; ATG4B inhibitor: -5; hIAP activ: 0.95; tim10-1 inh: 9; mIAP activ: 0.97; NLRP3 yeast inh: 8; mIAP inh: 3; hIAP block: 5; Apaf1 inhib: 4

How did N#CCN1CCN(CCC(=O)Nc2ccc(OCc3ccccc3)cc2)CC1 do in these assays?
TIM10 inh: -10; ATG4B inhibitor: -1; hIAP activ: 1.1; tim10-1 inh: 11; mIAP activ: 1; NLRP3 yeast inh: -4; mIAP inh: -3; hIAP block: -14; Apaf1 inhib: 1

How did CCCCNC(=O)CCn1ccc2cc(S(=O)(=O)N3CCCC3)ccc21 do in these assays?
TIM10 inh: 17; ATG4B inhibitor: -5; hIAP activ: 0.77; tim10-1 inh: 26; mIAP activ: 1; NLRP3 yeast inh: -6; mIAP inh: 0; hIAP block: 23; Apaf1 inhib: -12

How did CCn1cc(S(=O)(=O)CC(=O)N2CCc3ccccc32)c2ccccc21 do in these assays?
TIM10 inh: -2; ATG4B inhibitor: -21; hIAP activ: 0.97; tim10-1 inh: 13; mIAP activ: 1; NLRP3 yeast inh: 9; mIAP inh: -1; hIAP block: 3; Apaf1 inhib: 1

What do the screens show for `NNC(=O)c1ccc(COc2ccccc2)cc1`?
TIM10 inh: -14; ATG4B inhibitor: 3; hIAP activ: 0.87; tim10-1 inh: -6; mIAP activ: 0.92; NLRP3 yeast inh: 18; mIAP inh: 8; hIAP block: 13; Apaf1 inhib: -1

What do the screens show for `C=CCOc1ccc(/C=C/C(=O)OCC(=O)N(C)CC(=O)Nc2ccc(F)cc2)cc1`?
TIM10 inh: 12; ATG4B inhibitor: 0; hIAP activ: 1.2; tim10-1 inh: -3; mIAP activ: 0.87; NLRP3 yeast inh: 7; mIAP inh: 13; hIAP block: -24; Apaf1 inhib: -3

How did O=C1NN=C(c2ccc(Br)cc2)CC1c1ccc(Cl)cc1 (centres undefined) do in these assays?
TIM10 inh: 18; ATG4B inhibitor: 8; hIAP activ: 0.88; tim10-1 inh: 29; mIAP activ: 0.9; NLRP3 yeast inh: 2; mIAP inh: 10; hIAP block: 12; Apaf1 inhib: 25

How did Cc1ccc(CNc2ncccc2-c2nc3cc(Cl)ccc3o2)cc1 do in these assays?
TIM10 inh: 5; ATG4B inhibitor: -1; hIAP activ: 0.92; tim10-1 inh: 17; mIAP activ: 1.2; NLRP3 yeast inh: 14; mIAP inh: -24; hIAP block: 8; Apaf1 inhib: 4

Results for Cc1c(C(=O)NCCCN2CCCC2=O)oc2ccc(S(=O)(=O)N3CCOCC3)cc12 ?
TIM10 inh: -5; ATG4B inhibitor: -11; hIAP activ: 0.95; tim10-1 inh: 2; mIAP activ: 0.95; NLRP3 yeast inh: 15; mIAP inh: 5; hIAP block: 5; Apaf1 inhib: -5

Compound activity as filed in PubChem.
